IMP-1 inhibitor: inhibitors of Pseudomonas aeruginosa IMP-1 metallo-beta-lactamase; inhibition, % at 5.6 µM; AID 1556; purified IMP-1, nitrocefin hydrolysis, epi-absorbance fluorescence; 0.45% of 290,000 active;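 active = inhibition above the mean plus 3 SD of all compounds in the same screening run, cut at about 4.5% in these data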;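 also: 0% = IMP-1 with DMSO and 100% = DMSO wells lacking enzyme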
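System: purified recombinant IMP-1 beta-lactamase. Medium: Zinc- and detergent-supplemented HEPES buffer, pH 7.1. Compound: one 5.6 µM dose […]. Schedule: 15 min preincubation plus 25 min reaction at 25 °C. Technique: Epi-absorbance fluorescence, 480 nm excitation, 530 nm emission.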
VIM-2 inh: blocks Pseudomonas aeruginosa VIM-2 metallo-beta-lactamase; 0.89% of 290,000 active; inhibition, % at 5.6 µM; AID 1527; purified VIM-2, nitrocefin hydrolysis, epi-absorbance fluorescence;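 active = inhibition above the mean of all tested compounds plus 3 SD, cutoff set per screening run, cut at about 7.5% in these data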;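 also: red hydrolysis product quenches plate fluorescence so inhibitors raise well fluorescence; 0% = enzyme with DMSO and 100% = DMSO without enzyme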
p-CIP stab down: lowers stability of the mouse p/CIP coactivator protein; F442A p/CIP-EGFP cells, EGFP fluorescence, 16 h; decrease of EGFP signal, % at 10 µM; 0.01% of 290,000 active;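 active = EGFP signal decrease of at least 30% at 10 µM or well 3 SD below plate mean, unless failing retest; inactive = the rest, including hits failing retest or dose response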; also: some compounds called inactive have numbers as strong as hits; many of its hits are not listed in these tables
DNA FID counter: displaces DNA intercalator in HCV helicase counter-screen; inhibition, % at 7.9 µM; DNA fluorescent intercalator displacement, fluorescence; AID 1845; 0.17% of 290,000 active; in the data active = inhibition above about 37%;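 also: 0% = vehicle and 100% = reference compound; higher means more ethidium bromide displaced from hairpin DNA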
IDE act: IDE (human) activation, cell-based; activation, % at 5.96 µM; 0.073% of 340,000 active; P14735; AID 493087; HEK cells, FAbeta-B cleavage, fluorescence polarization; 0% vehicle, 100% cell-free pure enzyme wells;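 active = activation above the mean of all tested compounds plus 3 SD, set per screening campaign, cut at about 17% in these data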
UBC9 SUMO inh: SUMOylation inhibition; inhibition, % at 35 µM; 0.36% of 290,000 active; AID 2006; P63279; HTRF SUMOylation assay, SAE1/SAE2 + UBC9, in vitro; in the data active = inhibition above about 50%, passing the limit was not always enough; also: strong numbers were not always called active
Target sequence (P63279 whole entry, looked up): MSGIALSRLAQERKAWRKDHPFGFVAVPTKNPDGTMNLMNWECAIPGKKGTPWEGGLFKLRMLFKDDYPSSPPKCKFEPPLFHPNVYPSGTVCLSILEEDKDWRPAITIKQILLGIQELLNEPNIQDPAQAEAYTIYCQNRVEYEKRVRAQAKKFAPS
IDE cell inh: inhibits human insulin-degrading enzyme in HEK cells; 0.41% of 320,000 active; P14735; inhibition, % at 5.59 µM; FAbetaB cleavage, fluorescence polarization;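 active = percent inhibition above the average of all tested compounds plus 3 SD, set per screening campaign, cut at about 16% in these data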;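 also: IDE supplied by intact live HEK cells; FP after avidin binding of uncleaved biotin substrate so inhibition keeps polarization high; 0% = DMSO wells and 100% = 60 µM reference IDE inhibitor Ii1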
NS3 helicase inh: blocks Hepatitis C virus NS3 helicase unwinding | NS3 helicase DNA unwinding, Cy5 molecular beacon fluorescence | inhibition, % at 10.9 µM | 0.56% of 290,000 active;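 active = inhibition above the mean of all tested compounds plus 3 SD, set per campaign, cut at about 35% in these data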;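 also: 0% = DMSO wells and 100% = thioflavine S control wells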
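Compound dosing – single dose, 10.9 µM nominal final, DMSO 0.8% final · System – NS3 helicase fragment of HCV · Buffer or medium – MOPS pH 6.5, MgCl2, DTT, Tween20, BSA · Signal – Cy5 beacon fluorescence read at start and 1 h · Also added – annealed dual-labelled DNA beacon duplex, ATP-started · Schedule – 1 h at 25 °C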
PfM18AAP inh: blocks P. falciparum M18 aspartyl aminopeptidase. AID 1822. recombinant PfM18AAP, H-Glu-NHMec fluorogenic cleavage. 1.2% of 290,000 active. inhibition, % at 7.35 µM;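 active = inhibition above the campaign mean inhibition over all tested compounds plus 3 SD, cut at about 28% in these data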;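 also: 0% = plate median of test compound wells and 100% = 2 mM ZnCl2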
Active calls of the source: *; x = no result given. Rows are unselected. Share with any hit: about 3.6%.

SMILES	IMP-1 inhibitor	VIM-2 inh	p-CIP stab down	DNA FID counter	IDE act	UBC9 SUMO inh	IDE cell inh	NS3 helicase inh	PfM18AAP inh
Cc1nc(-c2ccccc2OC(F)(F)F)[nH]c(=O)c1Cl	-2.1	-2.1	4	4	2	18	-5	0	-7
CCN(CC)S(=O)(=O)c1cccc(C(=O)Nc2cc(C)nn2-c2ccccc2)c1	-2.3	-3.0	2	-17	2	2	-3	2	2
Cc1cccc(C)c1OCC(=O)Nc1ccc(N2CCOCC2)cc1	0.0	-1.0	-12	-31	1	5	10	3	-9
O=C(CNC(=O)c1ccc([N+](=O)[O-])cc1)N/N=C/c1c[nH]c2ccccc12	0.8	-1.9	-8	15	2	7	-4	-2	6
CN1CCN(C(=O)Cn2c(C(F)(F)F)nc3ccccc32)CC1	-0.7	-2.4	-4	-1	0	4	2	9	-2
Cc1ccc(NC(=O)C(C)N2C(=O)C3CC=C(Cl)CC3C2=O)cc1 (configuration not stated)	-3.3	-4.5	0	-13	3	-2	1	-2	12
O=C(O)C1CC=CCC1C(=O)Nc1ccc(Oc2ccc(Cl)cc2)cc1 (configuration not stated)	-1.0	-1.8	5	-16	-5	25	7	9	-3
Cc1nc2ccccc2cc1C(=O)N/N=C/c1ccc([N+](=O)[O-])cc1	-0.4	-3.1	-1	-5	-1	-7	-3	1	6
CCCCNC(=O)c1cc2c(C)cc(C)cc2[nH]1	-1.4	-0.7	-3	-8	12	22	-7	11	-14
Cc1ccc2[nH]c(=O)c(C3=NN(C(=O)CCC(=O)O)C(c4cccs4)C3)c(-c3ccccc3)c2c1 (configuration not stated)	-2.6	-0.1	2	-49	-1	3	-2	27	-5
O=C(Nc1ccccc1)N1C2CCC1CC(O)(c1cccnc1)C2 (configuration not stated)	-1.8	-5.0	-15	-2	1	4	0	3	5
COC(=O)c1nnn(-c2ccccc2)c1N	-4.3	-0.9	-15	0	2	-8	1	2	1
CCOc1ccccc1-c1ccc(C(=O)NCc2ccccc2)o1	-0.1	-1.8	-7	-17	-2	4	5	-12	-2
O=C1OC(c2ccc(F)cc2)=C/C1=C\c1ccc(O)cc1	-3.7	-0.8	-6	-2	4	10	4	11	3
Cc1cc(C(=O)N/N=C/c2ccc(O)c([N+](=O)[O-])c2)n[nH]1	-1.8	-2.1	9	-2	2	12	-1	13	7
Nc1ccc(-c2ccc(N)c(C(=O)O)c2)cc1C(=O)O	0.7	0.4	-4	-3	7	15	-2	26	16
COc1ccc(C2N(C(=O)c3ccccc3)CCN2C(=O)c2ccc(C)cc2)cc1 (configuration not stated)	-3.5	-0.8	-8	-25	6	6	2	1	5
CCC(=O)n1nc(-c2ccccc2)nc1NCc1ccccc1	-2.5	-3.7	-8	-14	-1	1	2	35	7
COc1ccc(C(=O)NC(C)c2ccc(-n3ccnc3)cc2)cc1[N+](=O)[O-] (configuration not stated)	-2.0	-1.3	-8	-3	-7	17	-1	-1	2
COc1ccc(C(CCN2CCCCC2)c2c(O)cc(OC)cc2OC)cc1 (configuration not stated)	x	x	-7	x	-1	-2	0	x	x
CCOCC(=O)Nc1cc(C(=O)Nc2cccc(C)c2C)ccc1Cl	-1.4	-0.1	4	-7	7	4	3	-8	-5
COc1ccc(CN2CCS(=O)(=O)CC2)cc1OC	-4.6	-6.6	-6	3	-5	1	-2	4	-2
Cc1c(NC(=O)C(C)Sc2ccccc2)c(=O)n(-c2ccccc2)n1C (configuration not stated)	-4.3	-4.7	6	-24	2	-18	4	8	9
O=C(NCCCO)C(=O)NCCc1ccc(Cl)cc1	-5.6	-1.9	-6	-4	5	6	6	6	-7
O=C(NCc1ccco1)c1ccccc1-c1ccc(C(F)(F)F)cc1	-2.3	-2.9	-21	-18	5	-10	2	6	9
COC1CCN(C(=O)c2ccc3oc(Cc4ccc(Cl)cc4)nc3c2)CC1	-0.8	-0.4	-7	-45	-1	4	1	-5	5
CC(OC(=O)Cc1coc2ccc3ccccc3c12)C(=O)Nc1ncc(Cl)cc1Cl (configuration not stated)	-1.6	-3.6	-4	-29	1	11	3	26	3
CC(C)c1nc2cc(C(=O)N3CCNC(=O)C3c3ccc(F)cc3)ccc2o1 (configuration not stated)	-1.8	-1.0	1	-39	4	7	0	5	0
C#Cc1cccc(NC(=O)C2CCN(C(C)=O)CC2)c1	-3.0	-2.4	1	0	2	18	0	-1	1
O=C(NCc1cccs1)C1CCN(c2nc3ccccc3o2)CC1	-2.9	0.8	-3	-3	3	19	1	-5	5
COc1cccc(C(=O)NC(=S)Nc2ccc([N+](=O)[O-])cc2C)c1	-2.8	-3.2	5	-1	-4	-5	-5	4	0
CCN(CC)CCNC(=O)c1ccc(NC(=O)c2ccc(Cl)c(S(=O)(=O)Nc3ccccc3OC)c2)cc1	-2.1	-0.2	0	15	x	0	x	-68	1
O=C(O)CC(NC(=O)Cc1ccccc1)c1ccccc1 (configuration not stated)	-0.5	-1.2	-4	1	-4	8	-4	6	-2
O=C(CSc1nc2ccccc2c(=O)[nH]1)Nc1cccc([N+](=O)[O-])c1	-0.1	0.9	-11	-2	10	14	-2	-5	-2
O=C(O)CSCC(=O)N1N=C2/C(=C/c3ccccc3)CCCC2C1c1ccccc1 (configuration not stated)	-1.8	-2.2	1	-29	-2	8	-3	0	4
COc1cc(/C=C(/C#N)C(=O)Nc2ccccc2)ccc1OCc1ccc(C(=O)O)cc1	-2.4	-2.5	1	-25	2	5	3	19	2
O=C(NCc1ccncc1)c1ccc(Oc2ccccc2)cc1	-1.4	-1.8	-7	-7	-9	10	4	-16	-15
CCOC(=O)c1ccc(-n2nc(C)cc2C)cc1	-1.9	-1.2	-12	-8	10	21	3	-4	-6
CCn1c(Cc2cccs2)nnc1SCC(=O)NC(C)(C)C	-1.9	-1.2	-7	-7	2	5	5	11	-19
CCOC(=O)N1CCN(S(=O)(=O)c2ccc(C(=O)N(CCN(C)C)c3nc4c(C)cccc4s3)cc2)CC1	-1.9	-0.4	5	5	0	10	3	-4	2
O=C(COC(=O)C1(c2ccccc2)CC1)N1CCN(c2ccc(F)cc2)CC1	-0.8	2.3	6	-26	-3	-14	7	-3	-14
CC(C)(Cl)C1Cc2cc3ccc(=O)oc3cc2O1 (configuration not stated)	-2.1	-2.0	-10	-3	-3	-20	2	-3	0
N#CC1=C(Nc2ccccc2)SC=C(c2ccc(F)cc2)N=C1N1CCOCC1	-0.7	-1.5	-1	5	x	-4	0	12	3
CCOc1ccc(S(=O)(=O)NCC2CCCO2)c2ccccc12 (configuration not stated)	-1.7	-1.5	-11	-28	1	12	7	0	7
COc1ccc(C(NC(=O)c2cccc(F)c2)c2ccccc2)cc1 (configuration not stated)	1.6	0.8	-11	-8	5	-20	5	11	2

Exported bar-delimited: seven of the compounds above.
SMILES | IMP-1 inhibitor | VIM-2 inh | p-CIP stab down | DNA FID counter | IDE act | UBC9 SUMO inh | IDE cell inh | NS3 helicase inh | PfM18AAP inh
COc1cc(/C=C(/C#N)C(=O)Nc2ccccc2)ccc1OCc1ccc(C(=O)O)cc1 | -2.4 | -2.5 | 1 | -25 | 2 | 5 | 3 | 19 | 2
O=C(NCc1ccncc1)c1ccc(Oc2ccccc2)cc1 | -1.4 | -1.8 | -7 | -7 | -9 | 10 | 4 | -16 | -15
O=C(CSc1nc2ccccc2c(=O)[nH]1)Nc1cccc([N+](=O)[O-])c1 | -0.1 | 0.9 | -11 | -2 | 10 | 14 | -2 | -5 | -2
O=C(O)CSCC(=O)N1N=C2/C(=C/c3ccccc3)CCCC2C1c1ccccc1 (configuration not stated) | -1.8 | -2.2 | 1 | -29 | -2 | 8 | -3 | 0 | 4
CCn1c(Cc2cccs2)nnc1SCC(=O)NC(C)(C)C | -1.9 | -1.2 | -7 | -7 | 2 | 5 | 5 | 11 | -19
O=C(O)CC(NC(=O)Cc1ccccc1)c1ccccc1 (configuration not stated) | -0.5 | -1.2 | -4 | 1 | -4 | 8 | -4 | 6 | -2
CC(C)(Cl)C1Cc2cc3ccc(=O)oc3cc2O1 (configuration not stated) | -2.1 | -2.0 | -10 | -3 | -3 | -20 | 2 | -3 | 0

Other structures
SMILES	IMP-1 inhibitor	VIM-2 inh	p-CIP stab down	DNA FID counter	IDE act	UBC9 SUMO inh	IDE cell inh	NS3 helicase inh	PfM18AAP inh
Cc1oc2ccc(O)cc2c1C(=O)OC(C)C	-6.1	-2.1	-1	-6	-8	-4	-2	1	-5
COC(=O)c1sc(NC(=O)CSc2nnc(Cn3nnc4ccccc43)n2C)nc1C	-1.4	-2.0	-2	2	-5	-1	-4	-4	6
COc1ccccc1CC(=O)Nc1ccc(-c2noc(COc3cccc(C)c3C)n2)cc1	-2.4	-1.3	-1	-3	4	-3	1	-1	-3
O=C(NCc1cn2ccsc2n1)Nc1cccc(Cl)c1	-2.2	-0.9	5	3	2	6	2	0	-3
Cc1ccc(C(=O)NCc2ccc3c(c2)OCO3)o1	-0.4	1.0	-2	0	2	-4	0	7	1
CN(Cc1ccccc1)C(=O)COc1ccc(C(C)(C)C)cc1	-3.3	-3.2	1	-37	2	9	-3	-7	0
CC(=O)N(CCS(=O)(=O)c1ccc(Cl)cc1)Cc1cccs1	0.1	-2.0	-4	-10	5	7	4	-6	3
O=C(Nc1cccc(S(=O)(=O)N2CCOCC2)c1)c1cnn2c(C(F)F)cc(-c3ccccc3)nc12	-1.9	-1.5	-23	-2	1	17	6	-4	0

Screening results: PubChem BioAssay, several laboratories
